# High-throughput results deposited in PubChem by Broad Institute.
# RAD54 branch = RAD54 (human) branch migration inhibition; Q92698; RAD54 Holliday junction branch migration, FAM/BHQ fluorescence; inhibition, % at 10.4 µM; hit rate 0.14% among 360,000; AID 602329;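 active means mean normalized replicate activity at least 40 and at least half of replicates scoring 40 or more; inconclusive means only one of the two criteria met; inactive means mean below 40 and under half of replicates reaching 40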;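 further: 0% = median of neutral control wells and 100% = median of positive control wells; inhibitors cause a drop in the FAM fluorescence signal; in these data hits start at about 50%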
# RAD52 inh = RAD52 (human) annealing inhibition. P43351. inhibition, % at 18.7 µM. hit rate 0.46% among 360,000. recombinant RAD52 DNA annealing, FRET fluorescence;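 active means every replicate showing at least 50% inhibition; inconclusive means mean inhibition at least 50% but not in every replicate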
# Casp6 inh = caspase-6 (human) enzyme inhibition; purified caspase-6, Z-VEID-R110 cleavage fluorescence; inhibition, % at 12.5 µM; P55212; hit rate 0.53% among 350,000;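 active means mean inhibition across replicates at least about 35%, with every replicate also reaching that limit, limit read from the data; inconclusive means only one of the two criteria met; inactive means neither criterion met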;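 further: 0% = median of neutral control wells and 100% = no fluorescence left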
# Target sequence (P55212 24-179 limits assumed): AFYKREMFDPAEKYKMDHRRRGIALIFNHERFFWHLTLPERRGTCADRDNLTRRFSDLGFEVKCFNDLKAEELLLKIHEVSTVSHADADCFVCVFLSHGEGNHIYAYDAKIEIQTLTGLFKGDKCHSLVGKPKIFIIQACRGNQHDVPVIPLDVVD
# Target sequence (P55212 194-293 limits assumed): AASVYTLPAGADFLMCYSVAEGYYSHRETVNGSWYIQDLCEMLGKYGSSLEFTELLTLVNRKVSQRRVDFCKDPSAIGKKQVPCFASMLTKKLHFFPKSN
# DENV2 CPE = DENV2-induced cell death inhibition | hit rate 1.7% among 350,000 | DENV2-infected cells, cytopathic effect rescue, plate reader | CPE inhibition, % at 9.99 µM; in the data active means CPE inhibition above about 20%, passing the limit was not always enough; inconclusive means no clear call, values can overlap the other calls; tested in BHK-21 cells;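 further: 0% = median of neutral control wells and 100% = median of positive control wells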
# Xi reactivation = reactivates the inactive X chromosome in mouse fibroblasts | XiGFP mouse fibroblasts, % GFP-positive cells imaging, 3 d; cells co-treated with 5-aza-dC sensitizer; scaled so ellipticine positive control = 100% | activation, % at 7.58 µM | hit rate 0.055% among 360,000 | AID 743238;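 active means mean normalized replicate activation at least 10% and every replicate at or above 10%; inconclusive means only one of the two criteria met; inactive means mean below 10% and not all replicates reach 10%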;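 further: 0% = median of on-plate neutral control wells and 100% = ellipticine 6 µM median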
#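 material = 68-5-11 XiGFP fibroblast line | medium = DMEM plus 5-aza-dC sensitizer | schedule = 3 days compound exposure | benchmarks = positive control ellipticine, 6 µM final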
# GSIS activator = primary screen for activators of insulin secretion dependent on glucose, INS-1E cells, GLuc reporter luminescence | hit rate 0.61% among 370,000 | INS-1E GLuc reporter insulin secretion, 2-3 h | activation, % at 16.6 µM;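 active means lowest replicate activation of at least 40%, so every replicate reaches that level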;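 further: 0% = median of neutral control wells and 100% = median of IBMX positive control wells; some compounds called inactive have numbers as strong as hits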
# E-selectin induc = induces E-selectin expression in human endothelial cells; P16581; HUVEC E-selectin immunofluorescence imaging; normalized: neutral wells 0, TNF-alpha wells 100; activation, % at 7.58 µM; hit rate 0.37% among 260,000; AID 686992;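 active means mean E-selectin-positive cell signal at least 10% of the positive control, reached in at least 60% of replicates, without over 20% cell loss; inconclusive means no rule given, readout overlaps actives, possibly toxicity-flagged; inactive means the rest, including those meeting only one limit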;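 further: in these data hits start at about 27%; measured in HUVEC primary endothelial cells; signal is the percent of cells scored E-selectin positive by PE staining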
# Target sequence (P16581 whole entry, looked up): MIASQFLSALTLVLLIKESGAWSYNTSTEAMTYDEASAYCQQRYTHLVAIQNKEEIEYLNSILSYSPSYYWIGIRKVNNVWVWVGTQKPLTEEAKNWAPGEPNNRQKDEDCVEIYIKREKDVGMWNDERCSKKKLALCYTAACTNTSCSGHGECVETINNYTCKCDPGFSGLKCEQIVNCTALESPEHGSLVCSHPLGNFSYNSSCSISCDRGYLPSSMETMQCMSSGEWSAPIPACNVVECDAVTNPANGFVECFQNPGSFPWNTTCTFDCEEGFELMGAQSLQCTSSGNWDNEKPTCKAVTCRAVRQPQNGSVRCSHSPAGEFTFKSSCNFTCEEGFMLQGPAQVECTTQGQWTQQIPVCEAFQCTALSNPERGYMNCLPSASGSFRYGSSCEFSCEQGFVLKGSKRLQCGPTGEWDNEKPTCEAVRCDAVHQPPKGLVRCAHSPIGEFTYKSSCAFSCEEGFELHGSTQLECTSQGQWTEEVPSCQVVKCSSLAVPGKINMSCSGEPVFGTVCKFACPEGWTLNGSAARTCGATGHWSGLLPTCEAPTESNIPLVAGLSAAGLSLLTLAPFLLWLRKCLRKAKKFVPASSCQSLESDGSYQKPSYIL
#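 Test system: HUVEC | Signal: Immunofluorescence imaging | Read-out: Percent E-selectin-positive cells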
# CFTR F508del cor = CFTR F508del correction in bronchial cells; hit rate 0.36% among 350,000; AID 720511; activity (quench increase), % at 7.58 µM; CFBE cells, YFP halide quenching; stimulated with forskolin plus potentiator P3; % fluorescence drop versus neutral controls;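 active means mean added fluorescence quench of at least 8% versus neutral control, with both replicates also reaching 8%; inconclusive means only one of the mean or replicate conditions met; inactive means mean below 8% and not both replicates reaching 8%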;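 further: cells transiently co-express mutant CFTR-F508del with the halide-sensitive YFP; corrector assay measuring rescue of mutant channel to the surface after 24 h compound exposure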
# * hit, by the source's call; ? = inconclusive; / = no result given.
1: Cc1cccnc1C(NC(=O)C1CCN(CCCc2ccccc2)CC1)c1ccc(F)cc1 (centres undefined)
2: CCOC(=O)c1cc(-c2ccccc2C)n(CC2CC(c3ccc(OC)cc3)=NO2)n1 (centres undefined)
3: COc1ccc(C(C)=O)cc1COC(=O)c1ccc(S(=O)(=O)N(C)C)cc1
4: COCCNC(=O)c1ccc(Cn2c(SCC(=O)NCC3CCCO3)nc3ccc(Br)cc3c2=O)cc1 (centres undefined)
5: Cc1ccc(S(=O)(=O)Nc2ccc3c(c2)C(=O)N([C@@H](C)CO)C[C@H](C)[C@H](CN(C)Cc2ccc4c(c2)OCO4)O3)cc1
6: COC(=O)[C@@]12C[C@@H](CC(=O)NCCCCc3ccccc3)C(=O)N(Cc3ccco3)C1=CCC(C)(C)C2
7: Cc1ccc(S(=O)(=O)CC(O)COc2ccc(F)cc2Cl)c(C)c1 (centres undefined)
8: O=C(CC1CC1)Nc1ccc2c(c1)[C@H]1C[C@@H](CC(=O)N3CCc4ccccc4C3)O[C@@H](CO)[C@H]1O2
assay / entry,1,2,3,4,5,6,7,8
RAD54 branch,-3,4,/,-2,-5,/,/,5
RAD52 inh,-25,-3,-4,-4,10,-7,-9,-3
Casp6 inh,-2,6,-1,-1,3,-1,0,-1
DENV2 CPE,-1,-3,-11,2,-1,-1,-2,5
Xi reactivation,0.1,-0.1,0.5,0.2,-0.9,0.1,-0.1,0.0
GSIS activator,-26,-35,-21,12,2,/,-29,-6
E-selectin induc,-0.3,0.1,0.0,/,-0.3,1.4,/,0.1
CFTR F508del cor,-1.0,-1.6,-0.6,-0.2,-0.1,-1.8,1.2,-1.0

9: O=C(/C=C/c1ccccc1[N+](=O)[O-])N1CCOCC1
10: O=C(O)Cc1ccc(NC(=O)c2ccc(NC(=O)C3CC3)cc2)cc1
11: Cc1ccc(NC(=O)COc2ccc3c(c2)OCO3)c(C)c1
12: O=C(NCCN1CCOCC1)c1cccc(S(=O)(=O)N(Cc2ccccc2)c2ccccc2)c1
13: CCC(C(=O)NC1CCCC1)n1c(-c2cc3ccccc3[nH]2)nc2ccccc21 (centres undefined)
14: CN1C(=O)c2cc(NS(=O)(=O)c3ccccc3F)ccc2OC[C@H]2O[C@H](CC(=O)NC3Cc4ccccc4C3)CC[C@@H]21
15: O=C(O)C1CCCCC1C(=O)Nc1cc(C(F)(F)F)ccc1Cl (centres undefined)
16: C[C@H](CO)N1C[C@H](C)[C@H](CN(C)C)Oc2ccc(NS(=O)(=O)c3cccs3)cc2CC1=O
assay / entry,9,10,11,12,13,14,15,16
RAD54 branch,-16,1,-9,/,/,-4,/,13
RAD52 inh,-17,11,-17,-2,7,-14,0,3
Casp6 inh,1,3,-1,4,1,6,-7,1
DENV2 CPE,2,82*,7,6,-9,1,-1,9
Xi reactivation,-0.1,0.3,0.0,0.2,0.2,0.1,0.1,0.0
GSIS activator,-3,-7,16,-21,-41,-8,-10,-6
E-selectin induc,0.0,-0.7,/,/,-0.1,0.7,/,-14
CFTR F508del cor,-1.6,2.9,-4.1,0.1,0.2,/,-0.4,-0.9

17: CN1CCN(S(=O)(=O)c2ccc(NC(=O)c3ccccc3Cl)cc2)CC1
18: COc1ccc(C(=O)N2CCNC(=O)C2CC(=O)Nc2ccc(C)cc2)cc1 (centres undefined)
19: Fc1ccc(-c2nc3ccc(Br)cn3c2Cc2ccsc2)cc1
20: O=C(Cc1ccncc1)Nc1ccc2c(c1)[C@@H]1C[C@@H](CC(=O)NC3CCCC3)O[C@H](CO)[C@@H]1O2
21: CC(=O)C[C@H](O)CC(=O)[C@@H]1OC(=O)[C@@H](C)C/C=C\Cc2ccccc21
22: COc1cccc(CCc2nnc(N)s2)c1
23: C[C@@H]1CCCCO[C@H](CN(C)Cc2ccc3c(c2)OCO3)[C@@H](C)CN([C@H](C)CO)C(=O)c2cc(NS(=O)(=O)c3cn(C)cn3)ccc2O1
24: CN1C(=O)c2cc(NC(=O)c3ccc(C(F)(F)F)cc3)ccc2OC[C@@H]2O[C@H](CC(=O)NCc3ccc4c(c3)OCO4)CC[C@H]21
assay / entry,17,18,19,20,21,22,23,24
RAD54 branch,2,/,0,-4,-9,-7,-4,3
RAD52 inh,0,-9,-58,-9,-8,-7,/,2
Casp6 inh,0,-4,-2,-4,3,0,/,1
DENV2 CPE,0,3,-8,17,0,3,-4,-15
Xi reactivation,0.1,0.2,-0.1,0.1,0.0,0.2,0.0,0.1
GSIS activator,-6,7,-20,-3,-1,/,6,7
E-selectin induc,/,/,3.3,-0.1,0.1,/,0.2,0.1
CFTR F508del cor,-1.2,-0.2,-0.5,-3.1,1.2,2.3,2.6,1.6

25: COc1ccc(/C=N\NC(=O)c2ccccc2Br)cc1COc1c(F)c(F)cc(F)c1F
26: Cc1nnc(NC(=O)CSc2ccc([N+](=O)[O-])cn2)s1
27: COC(=O)[C@]12C[C@H](CC(=O)NCCCCc3ccccc3)C(=O)N(Cc3ccc4c(c3)OCO4)C1=C[C@H](C(C)(C)C)O[C@@H]2C
28: CCc1ccc2oc(C(=O)NCC(c3ccc(OC)cc3)N3CCCCC3)c(C)c2c1 (centres undefined)
29: COc1cccc(-c2ccc3c(c2)[C@H]2[C@H](CCN2C(=O)Cc2ccncc2)[C@H](CO)N3C)c1
30: Cc1ccc(NC2=NC(c3ccc(F)cc3)n3c(nc(C)cc3=O)N2)c(C)c1 (centres undefined)
31: COc1ccc(S(=O)(=O)N(C)C[C@@H]2Oc3ccc(NC(=O)CCN4CCOCC4)cc3C(=O)N([C@H](C)CO)C[C@@H]2C)cc1
32: Oc1ccc(-c2nc3ccccc3s2)c(O)c1
assay / entry,25,26,27,28,29,30,31,32
RAD54 branch,1,/,/,-2,14,2,-19,/
RAD52 inh,-15,-13,-1,-56,18,-12,-3,-25
Casp6 inh,0,-2,1,-3,-9,0,-1,5
DENV2 CPE,-5,6,1,?,-2,-2,-9,3
Xi reactivation,-0.2,0.0,0.0,0.1,0.1,0.0,0.0,0.1
GSIS activator,14,5,/,-5,-7,-3,-4,-7
E-selectin induc,-0.1,3.1,-0.1,/,-0.3,10,-0.4,3.4
CFTR F508del cor,-3.7,-1.9,-1.9,0.4,1.8,-1.1,0.0,-2.3

# Part of the list above, reduced to RAD52 inh and RAD54 branch.
cpd	molecule	RAD52 inh	RAD54 branch
32	Oc1ccc(-c2nc3ccccc3s2)c(O)c1	-25	/
29	COc1cccc(-c2ccc3c(c2)[C@H]2[C@H](CCN2C(=O)Cc2ccncc2)[C@H](CO)N3C)c1	18	14
30	Cc1ccc(NC2=NC(c3ccc(F)cc3)n3c(nc(C)cc3=O)N2)c(C)c1 (centres undefined)	-12	2
25	COc1ccc(/C=N\NC(=O)c2ccccc2Br)cc1COc1c(F)c(F)cc(F)c1F	-15	1
26	Cc1nnc(NC(=O)CSc2ccc([N+](=O)[O-])cn2)s1	-13	/

# Values by screen from the entries so far.
# CFTR F508del cor, nos. 18 to 27: -0.2, -0.5, -3.1, 1.2, 2.3, 2.6, 1.6, -3.7, -1.9, -1.9
# E-selectin induc, nos. 18 to 27: /, 3.3, -0.1, 0.1, /, 0.2, 0.1, -0.1, 3.1, -0.1

# (more compounds)
33: COc1ccc(S(=O)(=O)N2CCOCC2)cc1N=Nc1sc(N)nc1-c1ccccc1
34: CCCN1C[C@@H](C)[C@@H](OC)CN(C)C(=O)c2cc(NS(C)(=O)=O)ccc2OC[C@H]1C
35: O=C1/C(=C/c2cccc(Br)c2)SC(=S)N1/N=C/c1cc([N+](=O)[O-])ccc1O
36: COc1ccc(NC(=O)C(C)N2C(=O)c3ccccc3C2=O)cc1S(=O)(=O)N1CCOCC1 (centres undefined)
37: CCCC(=O)Nc1ccc(S(=O)(=O)N2CCc3ccccc32)cc1
38: CO[C@H](CN(C)C(=O)c1ccccc1F)[C@H](C)CN([C@H](C)CO)S(=O)(=O)c1ccc(C)cc1
39: O=C(COC(=O)/C=C/c1cccc(Br)c1)Nc1ccc(Cl)cn1
40: COc1ccc(-c2cnc3c(c2)C(=O)N([C@H](C)CO)C[C@H](C)[C@H](CN(C)C(=O)Nc2ccc(F)cc2)O3)cc1
assay / entry,33,34,35,36,37,38,39,40
RAD54 branch,/,4,/,/,5,-2,-6,-7
RAD52 inh,-8,/,-18,-10,-148,-8,-19,13
Casp6 inh,2,/,13,-1,2,-1,1,5
DENV2 CPE,-1,/,/,2,1,0,-5,-5
Xi reactivation,0.4,0.1,0.1,0.1,-0.1,-0.1,0.0,-0.2
GSIS activator,1,4,-16,11,-23,-2,26,-15
E-selectin induc,-0.3,0.0,2.7,/,0.1,-0.2,/,-1.0
CFTR F508del cor,/,1.0,-0.9,-0.9,-2.7,-1.6,-2.0,-5.3

41: CCn1c(CC(=O)Nc2ccccc2C)nnc1SCC(=O)NC1=NCCS1
42: CCN1[C@@H]2c3ccc(/C=C/c4ccccc4)c(=O)n3C[C@@H]2[C@@H](CO)[C@@H]1C(=O)Nc1nccs1
43: Cc1occc1C(=O)NN1C(=O)C2C3CCC(O3)C2C1=O (centres undefined)
44: NC(=O)CC(NC(=O)c1ccc(Br)cc1)c1ccc(NC2CCCCC2)c([N+](=O)[O-])c1 (centres undefined)
45: C[C@@H]1CN([C@H](C)CO)C(=O)c2cccc(NC(=O)c3cnccn3)c2O[C@@H]1CN(C)Cc1ccc(Cl)c(Cl)c1
46: CC(=O)Nc1ccc(S(=O)(=O)N2CCN=C2SCc2cccc(C)c2)cc1
47: CC(=O)c1sc2nc(-c3ccc(C)cc3)c3c(c2c1N)CCCC3
48: O=C(Nc1ccc(O)c(-c2nc3ccccc3s2)c1)c1cccs1
assay / entry,41,42,43,44,45,46,47,48
RAD54 branch,12,/,-3,0,-4,-3,4,/
RAD52 inh,-9,-8,-14,-7,-6,-3,/,-16
Casp6 inh,-3,/,1,-3,0,0,/,-7
DENV2 CPE,-6,1,18,?,-1,-1,/,-11
Xi reactivation,0.1,0.0,0.0,0.0,0.2,0.0,0.0,0.4
GSIS activator,5,0,-3,/,-27,-36,14,/
E-selectin induc,0.1,-0.2,/,1.2,-19,1.9,0.2,/
CFTR F508del cor,-1.0,1.0,-2.9,0.6,-0.5,3.7,/,-1.9

49: COc1cc(C(=O)NCc2cc(C)nc3ccccc23)cc(OC)c1OC
50: COc1cc(C(=O)NCC(=O)OCC(=O)N2CCc3ccccc32)cc(OC)c1OC
51: CCCCC(=O)Nc1c(-c2ccc(OC)c(OC)c2)c(=O)c2ccccc2n1C
52: COc1ccc(CN(C)C[C@H]2OCc3cn(nn3)CCCC(=O)N([C@H](C)CO)C[C@H]2C)cc1
assay / entry,49,50,51,52
RAD54 branch,/,/,-4,-2
RAD52 inh,-11,-13,-3,10
Casp6 inh,2,-1,3,-1
DENV2 CPE,-2,-1,-1,6
Xi reactivation,-0.1,0.0,-0.1,-0.3
GSIS activator,-2,1,9,-1
E-selectin induc,-1.0,2.4,-0.1,0.1
CFTR F508del cor,-3.0,-0.9,-1.5,2.0
